GRP78 ERSR act = qHTS for Inducers of the Endoplasmic Reticulum Stress Response (ERSR) in Human Glioma: qHTS; U87-MG GRP78 promoter luciferase reporter, 16 h; Potency, µM, without a hit: at the highest dose activation, most hits filed as activators; hit rate 0.02% among 420,000; AID 602332, 2012; note: potency is the fitted concentration of half-maximal effect; series mostly up to about 76 µM; % of control where 0% means no effect; nearly all actives have a fitted effect of over 35% in size
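ERSR induction read as luciferase luminescence (Bright-Glo, 10 min at room temperature) in stably transfected human U87-MG glioma cells exposed to compounds for 16 h, using GRP78 as sensor.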
D1 potentiator = Potentiators of Human D1 Dopamine Receptor: qHTS | D(1A) dopamine receptor (Homo sapiens), P21728 | hit rate 0.036% among 360,000 | potentiation, % at 10 µM | HEK293 TREx D1 cells, calcium flux, dopamine EC20 potentiation; in the data active = potentiation above about 30%; note: 0% is about no effect
Target sequence (P21728 whole entry, looked up): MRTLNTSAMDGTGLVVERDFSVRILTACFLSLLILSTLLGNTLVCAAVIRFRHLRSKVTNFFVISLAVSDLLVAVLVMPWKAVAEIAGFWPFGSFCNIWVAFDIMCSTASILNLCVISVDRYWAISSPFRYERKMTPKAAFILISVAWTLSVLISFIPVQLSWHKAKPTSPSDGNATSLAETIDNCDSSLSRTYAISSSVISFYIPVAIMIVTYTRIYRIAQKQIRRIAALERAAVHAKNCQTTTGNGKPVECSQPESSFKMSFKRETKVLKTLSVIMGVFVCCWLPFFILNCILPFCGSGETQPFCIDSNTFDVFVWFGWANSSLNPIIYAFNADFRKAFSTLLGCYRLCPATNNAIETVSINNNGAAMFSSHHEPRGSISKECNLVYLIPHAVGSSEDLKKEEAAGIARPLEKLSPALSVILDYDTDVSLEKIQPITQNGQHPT
D1 ag = Allosteric Agonists of the Human D1 Dopamine Receptor: qHTS; HEK293 T-REx D1 cells, calcium flux, agonist mode; activation, % at 2 µM; hit rate 1% among 360,000; AID 504660, 2011; in the data active = activation above about 30%; note: 0% is about no effect
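Tetracycline-induced HEK293 TREx D1 cells, force-coupled to calcium signalling, were dye-loaded with a no-wash calcium kit. Compound was pin-added after a 10 s baseline. Fluorescence was read kinetically at 1 cycle/s for 180 s, with calcium rises flagged as agonism.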
RXFP1 ag = qHTS Assay for Agonists of the Relaxin Receptor RXFP1 | Relaxin receptor 1 (Homo sapiens), Q9HBX9 | HEK293T-RXFP1 cAMP TR-FRET, 30 min; response scale: percent of porcine relaxin response, buffer zero | Potency, µM (doses to about 57.5 µM), for the others: at the highest dose activation, most hits filed as activators | hit rate 0.3% among 370,000; note: potency is the fitted concentration of half-maximal effect; % is set by controls: 0 for no effect and ±100 for the full control effect; nearly all actives have a fitted effect of over 60% in size; many of its hits are not listed in these tables
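HEK293 cells stably expressing RXFP1, treated 30 min at 37C with compounds plus PDE4 inhibitor Ro 20174; cAMP measured by HTRF TR-FRET. Normalized to buffer and 29 nM porcine relaxin; EC50 by Hill fit.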
Vif-A3F inh = qHTS for Inhibitors of Vif-A3F Interactions: qHTS | hit rate 0.2% among 390,000 | Potency, µM (doses to about 46.1 µM), for the others: top-dose activity, negative = active | HeLa A3F-eYFP + Vif (tagged APOBEC3F with the HIV-1 protein that degrades it), YFP fluorescence increase; note: potency is the fitted concentration of half-maximal effect; % of control where 0% means no effect; nearly all actives have a fitted effect of over 65% in size
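HeLa cells stably expressing Vif plus C-terminally eYFP-tagged A3F were seeded, incubated overnight at 37 deg C, dosed with compound, incubated overnight again at 37 deg C. Yellow fluorescence (Ex 488/Em 500-530) reported blocked Vif-mediated A3F-eYFP degradation.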
D2 potentiator = HTS Assay for Positive Allosteric Modulators of the Human D2 Dopamine Receptor: Primary Screen for Potentiators | D(2) dopamine receptor (Homo sapiens), P14416 | HEK293 T-REx D2, calcium flux, EC20 dopamine potentiation | potentiation, % at 10 µM | hit rate 0.34% among 340,000;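 active = potentiation over 3 SD above the plate norm, cut at about 30% in these data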; note: 0% is about no effect
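Using a no-wash calcium dye in inducible, force-coupled HEK293 Trex cells expressing D2, we tracked fluorescence each second for 180 s after compound, then for 180 s after EC20 dopamine to detect augmented signalling.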
Vif-APOBEC3G blk = qHTS for Inhibitors of Vif-A3G Interactions: qHTS; HeLa A3G-eYFP + Vif (tagged APOBEC3G with the HIV-1 protein that degrades it), YFP fluorescence, overnight; Potency, µM (top dose mostly 46.1 µM), inactives show at the top dose activity, negative = active, usual class: inhibitors; hit rate 0.076% among 410,000;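 note: potency is the fitted concentration of half-maximal effect; % is set by controls: 0 for no effect and ±100 for the full control effect; nearly all actives have a fitted effect of over 60% in size; hits raise eYFP signal because A3G escapes Vif-driven loss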
Target sequence (Q9HC16 whole entry, looked up): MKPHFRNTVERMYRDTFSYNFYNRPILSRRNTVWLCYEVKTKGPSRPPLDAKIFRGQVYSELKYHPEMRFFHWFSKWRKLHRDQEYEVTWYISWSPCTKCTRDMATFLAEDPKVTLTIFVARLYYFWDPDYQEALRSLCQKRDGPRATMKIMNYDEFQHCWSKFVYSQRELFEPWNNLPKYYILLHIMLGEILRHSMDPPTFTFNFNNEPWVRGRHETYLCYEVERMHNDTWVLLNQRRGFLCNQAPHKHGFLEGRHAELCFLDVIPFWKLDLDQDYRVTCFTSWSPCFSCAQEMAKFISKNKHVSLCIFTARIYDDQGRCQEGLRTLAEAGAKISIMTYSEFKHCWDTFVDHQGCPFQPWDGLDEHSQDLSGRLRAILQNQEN
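HeLa cells stably expressing Vif and C-terminally eYFP-tagged A3G, seeded overnight at 37 deg C, then exposed to compound by pintool overnight at 37 deg C. Rise in yellow fluorescence (Ex 488/Em 500-530, Acumen) marks blocked Vif-driven A3G degradation.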
D1 antag = Antagonist of Human D 1 Dopamine Receptor: qHTS; D(1A) dopamine receptor (Homo sapiens), P21728; HEK293 TREx D1 cells, calcium flux, dopamine EC80; active compounds read low; activity change, negative = inhibition, % at 10 µM; hit rate 3.2% among 360,000; AID 504652, 2011; in the data active = activity change below about -30%; note: % is set by controls: 0 for no effect and ±100 for the full control effect
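Tetracycline-induced HEK293 T-REx cells with force-coupled D1 receptor were loaded with a no-wash calcium dye. Compound was added after a 10 s baseline and read kinetically for 180 s; EC80 dopamine was then added and calcium flux followed another 180 s.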
RXFP1 antag = qHTS Assay for Antagonists of the Relaxin Receptor RXFP1; Relaxin receptor 1 (Homo sapiens), Q9HBX9; HEK293-RXFP1, relaxin-stimulated cAMP HTRF, 30 min; active compounds read low; activity change, negative = inhibition, % at 57.5 µM; hit rate 0.59% among 350,000; AID 1259400, 2018;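 active = activity change of -60% or lower, but not beyond a set lower limit; inconclusive = change between -60% and -40%, or beyond the set limit; inactive = change above -40%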; note: % is set by controls: 0 for no effect and ±100 for the full control effect
* hit, by the source's call; ? = inconclusive; . = no result given; & = joins results of further samples. Unless noted, calls come from the whole dose curve; as a rule, active = well fitted curve in the direction sought with a large enough effect; inconclusive = small, poorly fitted or top-dose-only effect, or another doubt; inactive = no such curve, though single readings can be large; an effect the other way counts as inactive or inconclusive. These rows are one share of the data (hit frequency here may not be typical).

SMILES	GRP78 ERSR act	D1 potentiator	D1 ag	RXFP1 ag	Vif-A3F inh	D2 potentiator	Vif-APOBEC3G blk	D1 antag	RXFP1 antag
Cc1cc(C)c[n+](CC(=O)c2cc3ccccc3oc2=O)c1	0%	1	5	-0.8%	2%	-4	3%	3	7
Cc1cc(C)cc(NC(=S)N2CCN(c3ccc(F)cc3)CC2)c1	-5%	0	3	-2.1%	-5%	3	1%	-1	-10
O=S(=O)(NCC(c1cccnc1)N1CCOCC1)c1cccs1 (stereo not given)	-3%	-9	-1	1.8%	-2%	.	1%	-5	6
Cc1ccc2c(c1)C(c1ccccc1)CC(=O)O2 (stereo not given)	0%	-2	2	1.0%	5%	.	5%	6	-2
Cc1[nH]n2cnnc2c(=O)c1Br	-3%	-1	2	-0.5%	3%	24	1%	2	5
CCCCC(=O)NC(=S)Nc1ccc(Cl)c(C(=O)O)c1	2%	0	1	0.6%	9%	15	1%	-2	3
CN1CCN(NC(=O)c2cccc(Br)c2)CC1	0%	-5	0	0.7%	-15%	-9	-3%	-5	.
COc1ccccc1CN1CC(C(=O)NCCn2ccc(C)n2)CCC1=O (stereo not given)	2%	-14	3	0.4%	3%	9	-4%	2	-4
CCN(CC)CCCNc1nc2ccccc2[nH]1	-4%	-1	3	0.7%	4%	-11	-1%	-21	.
O=C(N/N=C/C=C/c1ccccc1)c1ccccc1Br	1%	-10	2	2.0%	1%	-7	-7%	-26	-9
COC(=O)c1ccc(-n2c(C)cc(-c3csc(NC(=O)c4ccc(S(=O)(=O)N(C)C)cc4)n3)c2C)cc1	-3%	0	-1	3.7%	10%	3	-4%	-12	-25
Nc1ccnn1Cc1ccc(Br)s1	-3%	0	1	2.5%	3%	5	-1%	0	7
COc1cc(OC)c(C(=O)Nc2ccc3ccccc3c2)cc1OC	1%	-8	1	3.7%	1%	4	3%	12	0
COc1ccc(-c2noc(=O)n2Cc2ccccc2F)cc1	-1%	-5	4	-1.5%	-14%	-5	-1%	-30*	0
Cc1ccc(S(=O)(=O)c2nc(-c3cccs3)oc2N2CCC(C)CC2)cc1	1%	1	3	0.2%	-1%	8	-3%	8	-3
Cc1cc(C)n(CC(O)CN(c2cccc([N+](=O)[O-])c2)S(=O)(=O)c2ccccc2)n1 (stereo not given)	-4%	-2	2	0.6%	3%	-9	1%	-17	-13
C[C@@H]1CN([C@H](C)CO)C(=O)CCCn2nncc2CO[C@H]1CN(C)C(=O)CCC(F)(F)F	-4%	.	.	.	-1%	.	3%	.	8
CCN1CCN(C(=O)/C=C/c2ccc(C(C)C)cc2)CC1	3%	.	.	.	?	.	-7%	.	-19
CCOC(=O)c1c(-c2ccccc2)oc2ccc(OCc3cccc(Br)c3)cc12	-2%	-1	22	5.3%	2%	0	-1%	7	.
COc1ccc(NS(=O)(=O)c2cccc3ccccc23)cc1	-5%	.	.	.	12%	.	-17%	.	-16
COc1ccc(C2=NO[C@@H]3C(=O)N(c4ccc(C)cc4C)C(=O)[C@H]23)cc1OC	-5%	7	10	2.1%	7%	-6	1%	3	4
O=C(OCC(=O)N1CCCc2ccccc21)c1cc(Br)ccc1O	-2%	0	5	0.3%	-8%	6	1%	2	-3
Cc1ccccc1C(=O)N1CCC(C(=O)Nc2ccccn2)CC1	-3%	-9	5	1.3%	-18%	5	-4%	-1	-4
O=C(Nc1ccc(Cc2ccncc2)cc1)c1ccc(S(=O)(=O)N2CCCC2)cc1	-5%	-7	23	0.9%	0%	9	-1%	-39*	-61*
COc1cc(/C=N/Nc2nc3ccccc3s2)ccc1O	-1%	6	1	-1.9%	-16%	-3	?	-11	?
Next structures
SMILES	GRP78 ERSR act	D1 potentiator	D1 ag	RXFP1 ag	Vif-A3F inh	D2 potentiator	Vif-APOBEC3G blk	D1 antag	RXFP1 antag
O=C(COc1ccccc1[N+](=O)[O-])Nc1ccc(Br)cc1	2%	1	3	4.2%	-16%	7	-10%	5	-7
CSCCC(NC(=O)c1ccco1)C(=O)NCC(C)(C)N1CCOCC1 (stereo not given)	0%	-4	1	1.5%	7%	19	2%	6	-1
CN1C(=O)/C(=C/c2cc(N=Nc3ccccc3)ccc2O)SC1=S	0%	3	3	-0.2%	0%	13	-1%	1	7
Cc1ccc(C(O)c2nc3ccccc3n2C)cc1 (stereo not given)	-4%	-1	10	0.8%	-4%	-2	2%	2	-3
COc1ccc(S(=O)(=O)Nc2ccccc2-c2nnn(CC(=O)Nc3ccccc3OC)n2)cc1	0%	0	3	0.5%	1%	-16	-14%	-14	-8
COC(=O)C1=C(O)/C(=C\c2ccc(CNS(=O)(=O)c3ccccc3)o2)N=C1C	-2%	-3	4	0.0%	-12%	2	0%	1	-9
COc1ccc(-c2cc(C(F)F)n3ncc(C(=O)Nc4cc(OC)ccc4OC)c3n2)cc1	-3%	-3	-1	-0.6%	3%	-2	2%	0	-6
Cc1cc(C)c2nc(NC(=O)c3ccc4c(c3)OCO4)sc2c1	-1%	3	2	1.1%	-4%	19	-1%	4	-21
Cc1ccc(C(=O)NCCc2ccc(S(N)(=O)=O)cc2)o1	-4%	-3	2	0.3%	-27%	8	0%	5	19
COc1ccc(NC(=O)C2=C(C)Nc3nc(SCc4ccccc4C)nn3C2c2ccc(Br)cc2)cc1 (stereo not given)	-1%	1	2	9.6%	1%	-7	0%	-7	0
COC(=O)c1ccc2c(c1)N(Cc1cc(C)ccc1C)C(=O)c1ccccc1S2	-3%	2	4	-0.1%	6%	.	-3%	-20	.
O=C(NCc1cccs1)c1cnn2cccnc12	-3%	0	1	1.6%	-3%	7	1%	-14	-8
CCOc1ccc(NC(=O)CSc2n[nH]c(N)n2)c([N+](=O)[O-])c1	1%	7	-1	0.5%	-7%	13	0%	-1	3
N#CC(C(=O)Nc1ccccc1)=C1Nc2ccccc2N1	3%	17	-1	-0.7%	6%	15	-5%	2	-7
CC(=O)c1ccc(NC(=O)CSc2nccn2CCc2ccccc2)cc1	3%	-6	2	0.9%	-3%	-8	3%	27	-6
OCCNCc1cccc2ccccc12	-2%	-6	3	0.8%	-4%	6	2%	-16	-8
COC(=O)Cn1c(C(=O)N2CCCC2)cc2c1C[C@H]1CN(C(=O)c3ccccc3)[C@@](Cc3ccc(F)cc3)(C(=O)OC)[C@@H]21	1%	-2	3	1.8%	6%	-1	-8%	21	.
COc1ccc(N(CC(=O)N2CCN(Cc3ccccc3)CC2)S(C)(=O)=O)cc1Cl	-5%	-1	5	0.5%	1%	2	2%	0	-2
O=S(=O)(NCCN1CCOCC1)c1ccc(Cl)c(Cl)c1	-5%	-5	1	3.3%	-1%	-8	0%	-16	3
COc1ccc(S(=O)(=O)Nc2ccc(S(=O)(=O)N(C)C)cc2)cc1[N+](=O)[O-]	-3%	-4	1	0.5%	-16%	3	0%	-10	10
COc1ccc(-c2nc(N3CCC(C)CC3)[nH]c(=O)c2C#N)cc1	6%	-6	1	-0.3%	1%	0	-1%	7	-6
CC(C)NC(=O)Cn1c(SCC(=O)N2CCc3ccccc3C2)nc2ccccc21	-4%	0	2	-0.5%	0%	-9	-3%	12	-3
CC(C[N+](C)(C)C)OC(N)=O (stereo not given)	-2%&1%&-5%&-7%	4	4	3.4%	6%	8	-1%	12	7
Cc1ccc(S(=O)(=O)NCC(=O)OCC(=O)NCc2ccc(F)cc2)cc1	1%	15	1	0.5%	-12%	4	0%	-5	-5
CC1CC(C)CN(CCCNC(=O)c2c(O)nc3ccccn3c2=O)C1 (stereo not given)	-3%	-1	2	4.9%	2%	13	-2%	-3	-27
Additional results
SMILES	GRP78 ERSR act	D1 potentiator	D1 ag	RXFP1 ag	Vif-A3F inh	D2 potentiator	Vif-APOBEC3G blk	D1 antag	RXFP1 antag
O=C(CNC(=O)OCc1ccccc1)NC(Cc1cnc[nH]1)C(=O)O (stereo not given)	-5%	.	.	.	11%	.	1%	.	-2
CS(=O)(=O)N(CC(=O)Nc1cccc([N+](=O)[O-])c1)c1cccc(F)c1	-4%	-2	3	-0.6%	1%	7	-1%	7	1
O=C(Cn1ncc(Cl)c(Cl)c1=O)N1CCOCC1	-16%	8	2	2.7%	3%	10	-15%	-9	18
Cc1ccc(Cl)cc1N1CCN(C(=O)CSc2cc(=O)n(C)c3ccccc23)CC1	0%	6	2	-0.8%	1%	-1	7%	19	-9
COC(=O)CCC(=O)Nc1ccc(NC(C)=O)cc1	-1%	0	3	-0.4%	0%	18	3%	-10	-12
COC(=O)c1cc2nc(-c3ccccc3)cc(C)n2n1	-3%	-3	3	2.3%	-2%	10	-2%	-3	6
COc1ccc(NC(=S)NC(NC(=O)c2ccc(Cl)cc2Cl)C(Cl)(Cl)Cl)c([N+](=O)[O-])c1 (stereo not given)	0%	-4	6	0.4%	-15%	12	2%	-15	-9
O=C(CSc1nnc(-c2cccc(Cl)c2)o1)N1CCc2ccccc21	-1%	-1	0	2.4%	-9%	1	2%	0	-7
O=C(CCCc1ccccc1)Nc1cccc(C(=O)O)c1	-15%	-11	4	2.7%	0%	2	-4%	11	-6

Single records (already shown):
Profile of `COc1ccc(NC(=S)NC(NC(=O)c2ccc(Cl)cc2Cl)C(Cl)(Cl)Cl)c([N+](=O)[O-])c1` (stereo not given) : GRP78 ERSR act = 0%; D1 potentiator = -4; D1 ag = 6; RXFP1 ag = 0.4%; Vif-A3F inh = -15%; D2 potentiator = 12; Vif-APOBEC3G blk = 2%; D1 antag = -15; RXFP1 antag = -9
Profile of `Cc1ccc(S(=O)(=O)c2nc(-c3cccs3)oc2N2CCC(C)CC2)cc1` : GRP78 ERSR act = 1%; D1 potentiator = 1; D1 ag = 3; RXFP1 ag = 0.2%; Vif-A3F inh = -1%; D2 potentiator = 8; Vif-APOBEC3G blk = -3%; D1 antag = 8; RXFP1 antag = -3

Compound activity: PubChem BioAssay, National Center for Advancing Translational Sciences (NCATS)
